SMARCA2 activ = increases SMARCA2 function in MMTV reporter cells. 370,000 compounds, 1% hits. MG213 cells, MMTV-luciferase reporter, dexamethasone, overnight. activation, % at 9.1 µM. AID 652017; in the data active means activation above about 7.8%;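 further: 0% = vehicle wells and 100% = reference activator wells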
KLK7 zymogen act = activates the human kallikrein-7 zymogen | 370,000 compounds, 0.9% hits | AID 652039 | purified proKLK7, EDANS-DABCYL substrate fluorescence; 100% is mature enzyme control, 0% vehicle | P49862 | activation, % at 7 µM;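 active means activation above the mean of all tested compounds plus 3 SD, computed per campaign excluding outliers beyond control limits, cut at about 13% in these data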
Target sequence (P49862 whole entry, looked up): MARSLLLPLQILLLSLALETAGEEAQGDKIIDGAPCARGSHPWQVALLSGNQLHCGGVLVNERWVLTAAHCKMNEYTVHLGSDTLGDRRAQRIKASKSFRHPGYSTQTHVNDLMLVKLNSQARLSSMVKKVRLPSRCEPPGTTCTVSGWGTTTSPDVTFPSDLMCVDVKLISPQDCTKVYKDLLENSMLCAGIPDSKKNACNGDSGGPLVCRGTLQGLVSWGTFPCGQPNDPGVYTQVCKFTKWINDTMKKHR
ssDAF12 agonist = S. stercoralis DAF-12 activation, primary screen | activation, % at 6.8 µM | HEK293 ssDAF-12/GRIP1 lit1-tk-luc reporter, luminescence; % of 3 µM dafachronic acid response | 370,000 compounds, 1% hits;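 active means activation above the mean over all tested compounds plus 3 SD, cut at about 0.9% in these data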;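 further: 0% = DMSO-only wells and 100% = 3 µM delta7-dafachronic acid wells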
hcDAF-12 act = activates DAF-12 receptor from parasite H. contortus | HEK293 hcDAF-12 lit1-tk-luc reporter, luminescence; 0% DMSO, 100% Δ7-dafachronic acid | activation, % at 6.8 µM | 370,000 compounds, 1.4% hits | AID 652067;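 active means activation above the mean of all tested compounds plus 3 SD, cut at about 5.5% in these data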;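 further: 100% = response to 3 µM Δ7-dafachronic acid high control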
GC-B act = GC-B (human) receptor activation | P20594 | HEK293-GC-B cells, CNP EC30, cGMP TR-FRET; 0% at EC30 CNP, 100% saturating CNP | AID 1920062 | 370,000 compounds, 0.11% hits | activation, % at 10 µM;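 active means activation at 10 µM reaching about 35% in either raw or pattern-adjusted values, limit read from the data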
NPR1 activator = GC-A (human) enzyme activation; P16066; AID 1671463; HEK293 GC-A cells, cGMP TR-FRET, EC30 ANP; 0% at EC30 ANP, 100% saturating ANP; 370,000 compounds, 0.14% hits; activation, % at 10 µM; in the data active means activation above about 40%
sPLA2-III inh = Inhibits HGIII-sPLA2 liposome hydrolysis, primary screen; QFRET BODIPY PC-A2 liposome hydrolysis, fluorescence; inhibition, % at 12.2 µM; 370,000 compounds, 0.56% hits;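 active means inhibition above mean plus 3 SD of compounds lying within the high and low control bounds, cut at about 19% in these data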;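 further: 0% = median of test compound wells and 100% = no enzyme DMSO wells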
Target sequence (Q9NZ20 whole entry, looked up): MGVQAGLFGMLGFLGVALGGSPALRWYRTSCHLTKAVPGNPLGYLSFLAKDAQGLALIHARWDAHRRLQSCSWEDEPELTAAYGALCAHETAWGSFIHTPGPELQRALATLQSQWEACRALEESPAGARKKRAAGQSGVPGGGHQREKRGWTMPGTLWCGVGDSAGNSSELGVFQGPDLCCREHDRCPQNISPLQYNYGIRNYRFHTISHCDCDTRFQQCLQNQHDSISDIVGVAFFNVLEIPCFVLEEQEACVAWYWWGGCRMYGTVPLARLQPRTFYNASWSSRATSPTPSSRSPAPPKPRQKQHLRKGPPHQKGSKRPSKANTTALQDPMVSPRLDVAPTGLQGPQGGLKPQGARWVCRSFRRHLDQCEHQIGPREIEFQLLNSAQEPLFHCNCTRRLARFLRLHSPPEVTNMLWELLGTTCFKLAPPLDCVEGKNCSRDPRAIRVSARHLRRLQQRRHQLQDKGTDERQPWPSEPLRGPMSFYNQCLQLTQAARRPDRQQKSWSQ
DAX1 inh-1 = inhibits human nuclear receptor DAX1. 340,000 compounds, 0.99% hits. HEK293 Gal4-DAX1 luciferase reporter, luminescence. P51843. AID 504766. inhibition, % at 6.75 µM;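 active means inhibition above the mean over all tested compounds plus 3 SD, cut at about 4.2% in these data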;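 further: 0% = DAX1-transfected cells with DMSO and 100% = empty-vector control cells with DMSO; inhibition shows as a rise in luminescence from relieved DAX1 repression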
Target sequence (P51843 207-470 limits assumed): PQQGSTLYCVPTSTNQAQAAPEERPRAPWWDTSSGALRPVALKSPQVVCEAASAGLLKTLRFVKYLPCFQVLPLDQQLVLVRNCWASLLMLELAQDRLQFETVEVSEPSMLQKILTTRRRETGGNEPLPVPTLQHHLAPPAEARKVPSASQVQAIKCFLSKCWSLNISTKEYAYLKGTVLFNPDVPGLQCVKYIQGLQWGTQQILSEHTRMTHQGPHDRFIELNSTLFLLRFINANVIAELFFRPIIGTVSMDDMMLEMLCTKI
hgDAF-12 ag = agonists of H. glycines DAF-12 nuclear receptor; HEK293 GAL4-hgDAF12 UAS-luciferase reporter, agonist luminescence; normalized to butyrate control; activation, % at 6.8 µM; 370,000 compounds, 1.8% hits; AID 687014;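 active means activation above a cutoff set at the mean of all screened compounds plus 3 SD, cut at about 10% in these data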;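 further: 0% = DMSO wells and 100% = sodium butyrate wells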
DAX1 inh-2 = blocks DAX1 repression of SF-1 activated StAR promoter; AID 652010; 370,000 compounds, 1.1% hits; inhibition, % at 6.8 µM; HEK293T StAR-luciferase reporter, SF-1/DAX-1 repression relief;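 active means inhibition above the mean over all tested compounds plus 3 SD, cut at about 3.6% in these data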;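 further: 0% = DAX-1 cells with DMSO and 100% = cells lacking DAX-1 with DMSO; higher inhibition means more luminescence from relief of DAX-1 repression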
FXN GAA850 act = activators of GAA850 frataxin (FXN) promoter. HEK293 lucGAA850 FXN promoter luciferase reporter, 24 h; percent of 10 µM SAHA response. 360,000 compounds, 0.56% hits. activation, % at 6 µM;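 active means activation above the average of all compounds screened plus 3 SD, cutoff fixed separately per campaign, cut at about 7.5% in these data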;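 further: 0% = DMSO wells and 100% = 10 µM SAHA wells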
* hit, by the source's call; / = no result given; & = joins results of further samples.

SMILES | SMARCA2 activ | KLK7 zymogen act | ssDAF12 agonist | hcDAF-12 act | GC-B act | NPR1 activator | sPLA2-III inh | DAX1 inh-1 | hgDAF-12 ag | DAX1 inh-2 | FXN GAA850 act
COc1cccc2sc(N(CCN(C)C)C(=O)c3ccc4c(c3)CCCC4)nc12 | -1 | 0.6 | -0.9 | -1.0 | -6 | -9 | -2 | -1.0 | -0.1 | 1.9 | 0.8
CCN(Cc1cn(Cc2ccccc2)nn1)S(=O)(=O)c1ccc(N2CCCC2)cc1Br | -6 | 0.6 | -2.0 | -2.5 | 1 | 0 | -10 | / | 2.0 | -1.7 | /
O=C1NC(c2ccncc2)Nc2ccccc21 (configuration not stated) | -1 | -0.3 | -1.6 | -1.0 | 3 | 2 | 1 | -0.5 | 1.0 | 0.7 | 0.6
COc1ccc(-c2cc(=O)oc3c(O)c(O)ccc23)cc1 | -1 | -0.1 | -1.4 | -1.0 | -4 | 11 | -15 | 1.4 | 0.8 | 0.5 | -0.7
C=CCOC(=O)C1=C(C)NC(SCC)=C(C#N)C1c1ccc(Cl)cc1 (configuration not stated) | -6 | -1.7 | -1.8 | -2.1 | -8 | -15 | -13 | -1.6 | -0.2 | -1.7 | -6.6
Cc1cc(Br)cn2c(Cc3cccc(F)c3)c(-c3ccc(F)cc3)nc12 | 0 | 0.4 | -1.2 | 0.1 | 15 | 11 | -7 | / | -2.5 | -0.2 | /
COc1ccc(/C(C)=N/NC(=S)Nc2cc(C)ccc2C)cc1 | 2 | -0.6 | -1.6 | -0.4 | 0 | -3 | 2 | -0.5 | 1.6 | -0.2 | -1.5
CC(Cc1cccs1)NC(=S)Nc1ccccc1 (configuration not stated) | 3 | 0.8 | -1.7 | -1.2 | 4 | -2 | 5 | -1.1 | -0.4 | -0.4 | 0.6
Cc1nccn1C(c1ccccc1)c1ccccc1 | -6 | 0.4 | -1.1 | -2.5 | -6 | 3 | 11 | -0.8 | -1.3 | -0.2 | 1.8
CCCCCC(=O)Nc1ccc(C2C(=O)c3ccccc3C2=O)cc1 | 2 | -0.5 | -0.4 | 0.7 | 0 | -2 | -4 | -0.3 | 0.2 | 0.2 | 1.2
COCCN(CC(=O)NCc1ccc(F)cc1)C(=O)CCC(=O)Nc1ccccn1 | 2 | -0.1 | -1.3 | -0.9 | 2 | 5 | -1 | 1.3 | 0.2 | -0.4 | -0.7
O=C(c1ccc(CN2CCc3ccccc3C2)cc1)N1CCN(c2ccc(F)cc2)CC1 | -4 | 0.4 | -1.3 | -2.5 | -1 | 5 | 3 | -1.1 | -2.2 | -1.1 | 1.8
CCCN(CCC)C(=O)C[n+]1cccc(/C=N/O)c1 | -1 | -0.7 | -0.7 | -0.1 | -3 | 4 | 20* | 3.1 | 1.7 | 0.3 | 1.8
Cc1ccc(C)c(NC(=O)c2cccc(Oc3ccc([N+](=O)[O-])cc3Cl)c2)c1 | 1 | 1.1 | -0.5 | -1.6 | 11 | -6 | -6 | -1.8 | 0.8 | -0.5 | -1.9
CSc1nnc(SCC(=O)NC(=O)c2ccccc2)s1 | -2 | -0.1 | -0.6 | 1.0 | 2 | -3 | 4 | 1.9 | 1.8 | 4.1* | 3.4

The final two records of the part above lead into the next.
SMILES | SMARCA2 activ | KLK7 zymogen act | ssDAF12 agonist | hcDAF-12 act | GC-B act | NPR1 activator | sPLA2-III inh | DAX1 inh-1 | hgDAF-12 ag | DAX1 inh-2 | FXN GAA850 act
Cc1ccc(C)c(NC(=O)c2cccc(Oc3ccc([N+](=O)[O-])cc3Cl)c2)c1 | 1 | 1.1 | -0.5 | -1.6 | 11 | -6 | -6 | -1.8 | 0.8 | -0.5 | -1.9
CSc1nnc(SCC(=O)NC(=O)c2ccccc2)s1 | -2 | -0.1 | -0.6 | 1.0 | 2 | -3 | 4 | 1.9 | 1.8 | 4.1* | 3.4
CCn1c(SCC(=O)OC2CCCCC2)nnc1-c1ccncc1 | -1 | -0.6 | -1.3 | -1.7 | -4 | -3 | 3 | 0.4 | 0.0 | -0.6 | -0.3
Cc1c(C#N)c(NC(=O)CCl)n(Cc2ccccc2)c1C | 0 | -0.6 | -1.5 | -2.6 | 6 | 5 | -4 | -6.5 | -7.3 | -4.2 | -3.4
O=S(=O)(c1ccccc1)c1cnc(-c2ccccc2)nc1N1CCCC1 | 3 | 0.2 | -1.5 | 0.0 | -4 | 2 | 4 | 3.2 | -0.3 | 1.3 | 3.8
Cc1ccc(C(=O)CCC(=O)Nc2ccc(C)cn2)cc1 | 5 | -0.2 | -1.3 | -1.9 | -4 | 2 | -5 | 0.7 | -0.1 | 0.7 | 1.1
COc1cc(O)c(C(CC(=O)N2CCCC(C)C2)c2ccc(N(C)C)cc2)c(OC)c1 (configuration not stated) | 0 | 1.3 | -1.6 | -1.3 | -2 | -1 | 6 | 0.0 | -1.8 | -0.6 | -1.9
CCc1c(C)sc(NC(=S)N2CCN(C(=O)C3CCCO3)CC2)c1C(=O)OC (configuration not stated) | -4 | 0.8 | -0.9 | -2.8 | -2 | -4 | -5 | 0.0 | -0.7 | 0.3 | 2.2
Cc1cc(C(=O)NC(C)CCC(C)C)c2ccccc2n1 (configuration not stated) | -2 | 0.1 | -2.1 | -1.9 | -1 | -8 | 6 | -0.4 | -0.1 | -0.6 | 2.0
CCC(c1nnnn1CS(=O)(=O)c1ccc(C)cc1)N1CCC(C(N)=O)CC1 (configuration not stated) | 2 | 0.4 | -0.7 | 0.0 | -2 | 5 | 2 | -0.7 | 0.4 | -0.2 | 1.7
CCCNC(=O)C1(C)CCCN(Cc2ccc(C(=O)OCC)o2)C1 (configuration not stated) | -4 | -0.1 | -1.0 | -0.3 | -1 | 1 | 1 | / | 1.6 | -0.5 | -3.0
COc1ccc(CNCc2cccc(C)c2)cc1 | 1 | 0.0 | -1.3 | -1.6 | 1 | -6 | -8 | -0.5 | 0.5 | -0.2 | -0.4
O=C1C(Cl)=C(NCCCN2CCOCC2)C(=O)c2ccccc21 | 0 | -0.2 | -0.1 | -0.1 | -6 | -7 | 7 | -1.6 | -4.3 | -2.1 | 4.8
COc1cc(C(=O)NN=C2c3ccccc3-c3ccccc32)cc(OC)c1OC | 0 | 1.0 | -0.2 | -0.6 | 3 | -7 | -9 | / | -3.6 | 1.2 | /
Nc1cc(=O)[nH]c(SCCSc2ccccc2)n1 | 0 | -0.3 | -1.0 | -3.5 | -1 | -3 | -3 | -0.5 | -0.7 | 0.4 | 0.2
O=C(COC(=O)CCS(=O)(=O)c1ccc(Cl)cc1)Nc1ncc(Cl)cc1Cl | -4 | 0.6 | -0.5 | 0.0 | -3 | -2 | -1 | 4.8* | -0.7 | -0.5 | 1.4
Cn1c(=O)c2c(nc(CN3CCN(c4ccccc4F)CC3)n2CCN2CCOCC2)n(C)c1=O | 6 | -0.1 | -0.2 | 0.2 | 7 | 3 | -2 | 2.5 | -1.2 | 0.7 | 0.2
Cc1[nH]c2ccccc2c1C(=O)CN1CCCCC1CCO (configuration not stated) | 1 | 0.8 | -0.9 | -0.5 | -1 | 4 | 2 | 0.8 | 0.7 | -0.2 | 0.5
COc1c(C)cc(S(=O)(=O)N2CCCC2)c(C)c1C | 0 | -0.1 | -1.8 | -2.8 | 2 | 0 | -3 | -0.7 | -1.7 | -0.9 | 2.8
CC1=NN(C(=O)c2ccc(C)o2)C(O)(c2ccccc2)C1 (configuration not stated) | 3 | 0.4 | -0.3 | 3.9 | -3 | 0 | -3 | 2.0 | 17* | 3.9* | 4.3
Cc1ccn2c(NCc3ccccc3)c(-c3cccc(SC4CCCCC4)c3)nc2c1 | 0&-1 | -61&-34 | -1.3&-1.1 | -1.5&0.1 | -3&5 | 4&4 | 3&10 | 0.5 | 1.7&-3.1 | -1.0&-0.3 | 0.2
Cn1ccnc1COc1ccc(C=O)cc1 | 4 | 0.0 | -0.8 | -2.0 | 10 | 4 | -5 | 0.9 | -1.0 | -0.1 | 1.4
CCOC(=O)c1ccc(S(=O)(=O)NCCN(CC)CC)cc1 | -6 | 0.1 | -1.9 | -0.8 | -5 | 0 | 6 | -0.8 | 1.2 | 0.0 | -0.2
Cc1c(N=C2SCC(=O)N2c2c(C)n(C)n(-c3ccccc3)c2=O)c(=O)n(-c2ccccc2)n1C | -3 | 0.6 | -1.4 | -0.3 | 0 | 5 | 5 | -0.8 | 1.8 | -0.1 | 1.5
CCOC(=O)C1CCN(CC(=O)Nc2c(C(=O)OC)[nH]c3cccc(Cl)c23)CC1 | -3 | -0.1 | -1.2 | -1.0 | 4 | 3 | -7 | 0.3 | -1.1 | -1.1 | 4.1
O=C(COC(=O)c1ccccc1Cl)NCCC1=CCCCC1 | 2 | 0.4 | -0.4 | 1.0 | -5 | -2 | -9 | 1.8 | 4.7 | 0.0 | 4.4
NC(=O)C1CN(C(=O)c2cccc(S(=O)(=O)N3CCc4ccccc43)c2)c2ccccc2O1 (configuration not stated) | -4 | 0.7 | -0.2 | 1.1 | 4 | 2 | -22 | 0.1 | 1.3 | -1.0 | 1.4
CCN(Cc1cc2ccccc2[nH]c1=O)C(=O)C(C)C | -8 | 0.5 | -0.5 | 0.9 | -1 | 0 | 3 | -1.0 | -0.6 | 0.0 | -2.7
CCOC(=O)c1cc(C(O)(C(F)(F)F)C(F)(F)F)c(/N=C/N(C)C)o1 | -3 | 0.0 | -1.6 | 0.6 | 3 | 1 | 6 | 1.2 | -0.9 | 0.1 | -0.3
COc1ccc(F)cc1-c1cc(NC=O)c2ncc(-c3cccc(C(=O)N(C)C)c3)n2c1 | -1 | 0.3 | -1.8 | -1.7 | -2 | -6 | 3 | / | -2.6 | 0.4 | 3.9
CCCSc1ccc([C@H]2N[C@@](CC(C)C)(C(=O)OC)[C@H]3C(=O)N(CC)C(=O)[C@@H]23)cc1 | 0 | -0.7 | -1.1 | -0.2 | -1 | 1 | -5 | 2.0 | 1.6 | 0.4 | -1.2
CS(=O)(=O)N(CC(=O)N1CCCC1)c1cccc(C(F)(F)F)c1 | -3 | -0.9 | -0.6 | 0.4 | -2 | -2 | -2 | 2.8 | 2.4 | -0.3 | 0.4
Cc1cccc(C)c1NC(=O)CSc1nnc(NC(=O)c2ccccc2C(=O)O)s1 | -4 | 0.5 | -1.3 | -1.9 | 9 | 6 | 13 | 3.4 | -0.1 | 0.6 | -0.4
O=C(O)C1CC(=O)N(Cc2ccc(F)cc2)C1 (configuration not stated) | 0 | 0.1 | -1.0 | -1.0 | -5 | 2 | 9 | 0.7 | 1.4 | -0.3 | 2.8
COc1ccc(CCNC(=O)COc2ccc([N+](=O)[O-])cc2)cc1 | -2 | -0.4 | -1.4 | 2.7 | -2 | -5 | 0 | 0.1 | 1.8 | -0.4 | 1.0
CCC(C)(C)n1nnnc1CN1CCN(c2nc3ccc(C)cc3cc2C#N)CC1 | 1 | 0.3 | -0.7 | -0.6 | 4 | -1 | 0 | 2.3 | 3.0 | 0.0 | -0.8
CC(=O)N1C=CN(C(C)=O)C(c2cn(C)c3ccccc23)C1c1cn(C)c2ccccc12 (configuration not stated) | -1 | 0.6 | -0.7 | 0.3 | -4 | -4 | -29 | -1.0 | -2.5 | -1.0 | 0.6
CCOc1ccc(-c2nnc(NC(=O)COc3ccccc3F)o2)cc1 | -1 | -1.1 | -0.1 | -0.1 | 1 | -1 | 3 | 0.9 | -1.9 | 0.7 | 1.0
